# TrxR1 substrate: is turned over as a substrate by rat TrxR1 | purified TrxR1 substrate turnover, NADPH consumption readout | O89049 | Potency, µM (titrated, usually from 114 µM), for inactives: top-dose activity change, negative = substrate turnover | AID 588456 | hit rate 0.01% among 390,000; also: potency is read from the fitted curve at half-maximal effect; % is scaled to controls: 0 for no effect and ±100 for the full control effect; nearly all actives have a fitted effect of over 50% in size
# Target sequence (O89049 whole entry, looked up): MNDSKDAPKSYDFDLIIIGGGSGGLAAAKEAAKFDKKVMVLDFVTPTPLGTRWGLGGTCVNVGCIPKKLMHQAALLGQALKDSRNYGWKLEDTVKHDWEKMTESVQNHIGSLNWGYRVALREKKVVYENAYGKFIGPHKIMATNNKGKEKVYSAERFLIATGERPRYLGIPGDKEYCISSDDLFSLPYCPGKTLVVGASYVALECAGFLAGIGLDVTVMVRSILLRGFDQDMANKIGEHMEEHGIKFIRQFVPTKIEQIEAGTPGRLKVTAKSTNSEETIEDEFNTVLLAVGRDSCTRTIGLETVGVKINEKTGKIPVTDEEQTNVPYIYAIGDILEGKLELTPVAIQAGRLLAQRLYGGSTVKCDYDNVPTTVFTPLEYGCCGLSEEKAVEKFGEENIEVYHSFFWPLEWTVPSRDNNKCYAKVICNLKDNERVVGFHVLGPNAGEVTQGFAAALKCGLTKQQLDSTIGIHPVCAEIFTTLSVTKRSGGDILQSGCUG
#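 Rat TrxR1, dispensed at 90 nM, was prereduced with 400 uM NADPH (final) for 5 min at ~22 deg C, then incubated with compound 15 min before 400 uM selenite. A first-read NADPH fluorescence drop versus no-compound background flagged substrates.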
# Glioma ERSR ind: induces the endoplasmic reticulum stress response in human glioma cells; AID 602332; U87-MG GRP78 promoter luciferase reporter, 16 h; hit rate 0.02% among 420,000; Potency, µM, for inactives: at the top dose activation, hits mostly activators; also: potency is read from the fitted curve at half-maximal effect; series mostly up to about 76 µM; % of control where 0% means no effect; nearly all actives have a fitted effect of over 35% in size
#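 ERSR induction read as luciferase luminescence (Bright-Glo, 10 min at room temperature) in stably transfected human U87-MG glioma cells exposed to compounds for 16 h, using GRP78 as sensor.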
# LDHA block: blocks human lactate dehydrogenase A. purified LDHA, NADH/diaphorase-resazurin fluorescence; hits give low values. activity change, % (values are at about 110 or 230 µM). hit rate 0.15% among 480,000. P00338; in the data active = activity change below about -30%; inconclusive = mostly about -25% to -30%;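 also: plate controls were DMSO wells for no effect and wells without enzyme for full effect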
#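 Enzyme activity of human lactate dehydrogenase 5 (2 nM; 0.06 mM NADH, 0.2 mM pyruvate, 5 min, RT) is measured via a resazurin/diaphorase fluorescence readout of residual NADH.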
# USP1-UAF1 inh: USP1/UAF1 (human) deubiquitinase inhibition. O94782. recombinant USP1/UAF1, Ub-Rhodamine cleavage fluorescence. Potency, µM (top dose mostly 57.1 µM), for the others: top-dose activity change, negative = inhibition, actives largely listed as inhibitors. hit rate 0.23% among 390,000. AID 743255; also: potency is read from the fitted curve at half-maximal effect; % is scaled to controls: 0 for no effect and ±100 for the full control effect; nearly all actives have a fitted effect of over 60% in size; inactives centre near -12
#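 Step one: compound is pinned into 1nM USP1/UAF1 in HEPES pH 7.8 buffer with TCEP. Step two: 15 min room-temperature incubation. Step three: Ub-Rho (150nM final) starts cleavage, tracked by fluorescence over six one-minute reads.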
# rTrxR1 inhibitor: inhibitors of rat thioredoxin reductase 1; Potency, µM (top dose mostly 114 µM), for the others: at the highest dose activity change, negative = inhibition, most hits filed as inhibitors; hit rate 1% among 390,000; recombinant rTrxR1, NADPH fluorescence consumption, selenite substrate; O89049; also: potency is read from the fitted curve at half-maximal effect; % is scaled to controls: 0 for no effect and ±100 for the full control effect; nearly all actives have a fitted effect of over 65% in size
#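 Rat TrxR1 (90 nM in the dispensed reagent) was pre-reduced with 400 uM NADPH for 5 min at room temperature, then incubated with compound for 15 min. After 400 uM selenite was added, NADPH fluorescence (Ex 340/Em 450 nm) was followed for 8 min.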
# Vif-APOBEC3F blk: inhibitors of Vif-A3F interaction | HeLa A3F-eYFP + Vif (tagged APOBEC3F with the HIV-1 protein that degrades it), YFP fluorescence increase | Potency, µM (highest dose often 46.1 µM), for inactives: at the highest dose activity, negative = active | hit rate 0.2% among 390,000 | AID 602313; also: potency is read from the fitted curve at half-maximal effect; % of control where 0% means no effect; nearly all actives have a fitted effect of over 65% in size
#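 HeLa cells stably expressing Vif plus C-terminally eYFP-tagged A3F were seeded, incubated overnight at 37 deg C, dosed with compound, incubated overnight again at 37 deg C. Yellow fluorescence (Ex 488/Em 500-530) reported blocked Vif-mediated A3F-eYFP degradation.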
# mIDH1 inhibitor: blocks human mutant IDH1 R132H enzyme. hit rate 0.093% among 390,000. IDH1-R132H enzyme, NADPH consumption, diaphorase/resazurin fluorescence. O75874. Potency, µM (top dose mostly 76.6 µM), without a hit: top-dose activity change, negative = inhibition, usual class: inhibitors. AID 602179; also: potency is read from the fitted curve at half-maximal effect; % is scaled to controls: 0 for no effect and ±100 for the full control effect; nearly all actives have a fitted effect of over 65% in size
#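 IDH1-R132H (0.5 ug/mL) preincubated 30 min with compound, then NADPH (0.016 mM) and alpha-KG (2 mM) added; 80 min at RT, pH 7.5. Remaining NADPH coupled via diaphorase/resazurin to fluorescence (540/590 nm); concentration-response curves normalized to no-enzyme control.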
# RGS4 inhibitor: blocks human RGS4-accelerated GTP hydrolysis; P49798; Transcreener GDP fluorescence polarization, RGS4-accelerated GTP hydrolysis; Potency, µM (series often up to 114 µM), for inactives: at the highest dose activity change, negative = inhibition, hits mostly inhibitors; hit rate 0.039% among 390,000; also: potency is read from the fitted curve at half-maximal effect; % is scaled to controls: 0 for no effect and ±100 for the full control effect; nearly all actives have a fitted effect of over 75% in size; some results filed as inactive show a strong effect at the top dose
# Target sequence (P49798 whole entry, looked up): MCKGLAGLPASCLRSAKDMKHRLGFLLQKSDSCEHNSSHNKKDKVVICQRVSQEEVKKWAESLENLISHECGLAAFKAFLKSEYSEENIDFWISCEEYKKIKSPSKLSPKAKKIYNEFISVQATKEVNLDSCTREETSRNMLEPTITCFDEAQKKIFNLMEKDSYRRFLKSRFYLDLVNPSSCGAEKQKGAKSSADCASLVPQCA
#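 MLSMR compounds (23 nl, pin-transferred) preincubated 10 min at room temperature with a 500nM (2x) first reagent, then RGS4 at 900nM (2x) plus Transcreener GDP mix added; fluorescence polarization (620/688 nm) read before and after 90 min at 30 °C.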
# Vif-A3G inh: blocks the Vif interaction with human APOBEC3G; Potency, µM (titrated, usually from 46.1 µM), without a hit: at the highest dose activity, negative = active, actives largely listed as inhibitors; hit rate 0.076% among 410,000; AID 602310; Q9HC16; HeLa A3G-eYFP + Vif (tagged APOBEC3G with the HIV-1 protein that degrades it), YFP fluorescence, overnight;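 also: potency is read from the fitted curve at half-maximal effect; % is scaled to controls: 0 for no effect and ±100 for the full control effect; nearly all actives have a fitted effect of over 60% in size; hits raise eYFP signal because A3G escapes Vif-driven loss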
# Target sequence (Q9HC16 whole entry, looked up): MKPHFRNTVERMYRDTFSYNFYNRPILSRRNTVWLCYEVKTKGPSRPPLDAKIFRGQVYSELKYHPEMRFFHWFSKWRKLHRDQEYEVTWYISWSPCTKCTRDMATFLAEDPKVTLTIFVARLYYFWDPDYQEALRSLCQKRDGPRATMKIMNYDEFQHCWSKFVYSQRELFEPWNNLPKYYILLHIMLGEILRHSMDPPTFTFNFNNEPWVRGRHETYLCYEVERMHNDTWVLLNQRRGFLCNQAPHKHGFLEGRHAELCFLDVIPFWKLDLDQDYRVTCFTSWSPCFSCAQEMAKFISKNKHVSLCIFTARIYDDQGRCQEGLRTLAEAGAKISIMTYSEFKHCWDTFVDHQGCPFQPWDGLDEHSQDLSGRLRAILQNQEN
#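 HeLa cells stably expressing Vif and C-terminally eYFP-tagged A3G, seeded overnight at 37 deg C, then exposed to compound by pintool overnight at 37 deg C. Rise in yellow fluorescence (Ex 488/Em 500-530, Acumen) marks blocked Vif-driven A3G degradation.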
# Numbers without * were called inactive; ? = inconclusive; & = joins results of further samples; [ ] = another dose, or the depositor's remark. Unless noted, calls follow the shape of the dose curve; as a rule, active = well fitted curve in the direction sought with a large enough effect; inconclusive = small, poorly fitted or top-dose-only effect, or another doubt; inactive = no such curve, though single readings can be large; an effect the other way counts as inactive or inconclusive. Only part of the results is shown; count on the stated rates, not on these rows.
SMILES,Vif-APOBEC3F blk,mIDH1 inhibitor,TrxR1 substrate,USP1-UAF1 inh,rTrxR1 inhibitor,Glioma ERSR ind,RGS4 inhibitor,LDHA block,Vif-A3G inh
Cc1nc(COc2ccc(C(=O)Nc3ccccc3N3CCOCC3)cc2)cs1,-1.9%,0.0%,-3.4%,-13.7%,12.0%,0.1%,-22.6%,0.5,2.5%
C=CCOc1ccccc1OCC(O)CNC(C)C (stereo unspecified),-3.7%,-4.7%,2.2%,23.0%,7.3%,-1.3%,-4.0%,-7.3,-1.8%
CCn1c(SCc2ccccc2)nnc1-c1cccnc1,1.8%,5.0%,4.6%,-15.8%,12.3%[57.1 µM],0.9%,-15.9%,-3.1,4.6%
O=C(O)c1cc(S(=O)(=O)Nc2ccccc2Cc2ccccc2)ccc1Cl,0.5%,8.8%,-7.9%,-9.6%,-7.3%,-2.0%,-14.7%,-7.4,-0.8%
Cc1ccc(S(=O)(=O)C(C#N)c2nc3ccccc3nc2N2CCC(C)CC2)cc1 (stereo unspecified),-14.8%,5.2%,7.5%[57.1 µM],0.6%,10.8%[57.1 µM],-5.5%,-1.3%,-11.3,0.8%
O=C(COc1ccc(Cl)cc1Cl)Nc1cccc(-c2ccc(N3CCOCC3)nn2)c1,-3.6%,0.1%,0.6%,-8.5%,12.2%,-0.1%,-24.6%,-5.9,-0.8%
O=C(NC(=O)c1ccccc1F)OCc1ccc(Cl)cc1Cl,-3.7%,-5.0%,-15.5%,-17.3%,-18.1%,0.0%,4.0%,-7.7,-6.3%
Cc1cccc(N(C(=O)c2ccco2)C(C(=O)NC2CCCC2)c2ccco2)c1C (stereo unspecified),10.1%,?,-1.4%[57.1 µM],-11.0%,1.4%[57.1 µM],-5.5%,16.3%,-2.0,-1.1%
C/C(=N\NC(=O)c1nn(C)c(C)c1Br)c1ccc(NC(=O)c2ccc(C)s2)cc1,-20.7%,1.3%,3.1%,-11.5%,11.5%,1.7%,-0.7%,0.7,-0.1%
O=C(COC(=O)CNS(=O)(=O)c1ccc(Br)cc1Cl)Nc1ccc(N2CCOCC2)cc1,-4.2%,-8.3%,-0.6%,-5.1%,14.4%,-1.4%,-10.0%,-3.5,0.2%
CCOc1ccc(NC(=O)C(C)Oc2ccc(C#N)cc2)cc1S(=O)(=O)N1CCCC1 (stereo unspecified),-17.6%,-9.1%,-12.9%,-9.0%,-5.9%,-3.6%,-10.1%,-3.0,0.6%
CCOC(=O)c1ccc(NCCc2ccc(OC)c(OC)c2)c(N)c1,-7.2%,5.6%,11.5%[57.1 µM],-19.0%,14.4%[2.29 µM],3.7%,-30.8%,9.2,-3.6%
O=C(c1ccco1)N1CCN(S(=O)(=O)Cc2ccccc2Cl)CC1,10.7%,-6.0%,4.2%,-11.4%,9.6%,-2.5%,8.6%,-9.2,-2.7%
Cn1c(C(=O)NCCc2ccsc2)cc2c(=O)n(C)c3ccccc3c21,-5.2%,6.1%,-0.7%,-19.2%,8.6%,-1.6%,-16.9%,-10.5,-0.8%
O=C(O)c1cc(-c2cccs2)nc2cc3c(cc12)OCCO3,0.2%,-7.6%,707.4%[activator],-11.3%,75.7%[activator],0.1%,7.0%,3.1,1.2%
Cc1ccc(S(=O)(=O)N2CCN(C(=O)CSc3nc(N)cc(=O)[nH]3)CC2)c(C)c1,0.3%,-1.4%,9.0%[57.1 µM],-9.2%,7.8%[57.1 µM],-5.9%,-13.3%,-7.0,-3.5%
Cc1ccc(C(=O)NNC(=O)c2ccc(C)cc2)cc1,3.7%,-1.9%,2.4%[57.1 µM],-25.2%,7.2%,4.9%,14.4%,-4.9,-0.5%
COc1cccc2[nH]c3c(=O)n(CCCN4CCOCC4)cnc3c12,5.9%,-7.9%,194.2%[activator],-11.5%,24.9%,-2.6%,-1.4%,-0.8,-0.4%
N#Cc1ccc(C(=O)OCC(=O)NC(=O)NC2CCCCC2)cc1,-6.2%,-3.9%,2.9%,-3.2%,7.9%,-3.8%,-10.4%,-2.9,0.8%
CC1CN(CCc2ccccc2)C(C)C/C1=N/O (stereo unspecified),-12.9%,2.1%,9.7%,-18.4%,26.9%,-1.8%,-33.4%,-0.9,0.1%
COc1ccc(CCNC(=O)c2ccc3c(c2)N(Cc2ccccc2)C(=O)c2ccccc2S3=O)cc1OC (stereo unspecified),0.5%,21.5%,0.1%,-22.2%,13.7%,-0.9%,-1.0%,-12.6,-3.0%
O=C(Nc1cnn(Cc2ccc(Cl)cc2)c1)c1cccs1,-12.2%,-1.1%,-5.4%,-24.5%,13.7%,3.1%,-41.0%[11.4 µM],-2.0,-6.0%
O=C(COC(=O)C1CCCN1C(=O)c1cccs1)c1ccccc1 (stereo unspecified),-18.4%,6.8%,7.3%,-21.6%,18.1%,-0.4%,-12.0%,2.5,-0.1%
COc1ccc(F)cc1C(=O)C1CCCN(Cc2ccc3c(c2)OCCO3)C1 (stereo unspecified),0.8%,8.7%,0.5%,-1.2%,2.8%,-2.4%,15.4%,-2.8,1.7%
Clc1ccc2nc(-c3cccc(SC4CCCCC4)c3)c(NCc3ccccc3)n2c1,-1.8%,-10.5%,-4.2%,?,-1.4%,-1.1%,-19.1%,0.7,4.3%

# Looked up by compound from the entries so far (2):
SMILES,Vif-APOBEC3F blk,mIDH1 inhibitor,TrxR1 substrate,USP1-UAF1 inh,rTrxR1 inhibitor,Glioma ERSR ind,RGS4 inhibitor,LDHA block,Vif-A3G inh
COc1ccc(CCNC(=O)c2ccc3c(c2)N(Cc2ccccc2)C(=O)c2ccccc2S3=O)cc1OC (stereo unspecified),0.5%,21.5%,0.1%,-22.2%,13.7%,-0.9%,-1.0%,-12.6,-3.0%
CCn1c(SCc2ccccc2)nnc1-c1cccnc1,1.8%,5.0%,4.6%,-15.8%,12.3%[57.1 µM],0.9%,-15.9%,-3.1,4.6%

# Following part:
SMILES,Vif-APOBEC3F blk,mIDH1 inhibitor,TrxR1 substrate,USP1-UAF1 inh,rTrxR1 inhibitor,Glioma ERSR ind,RGS4 inhibitor,LDHA block,Vif-A3G inh
O=C(Cn1c(=O)n(CCCCC(=O)NC2CCCC2)c(=O)c2ccccc21)NCCC1=CCCCC1,-5.9%,-0.1%,2.8%[57.1 µM],-8.0%,0.5%[57.1 µM],-5.6%,23.8%,2.8,2.5%
Cc1cccc(C2=NN(c3ccc(Br)cc3)[C@@H](C(=O)N3CCOC3=O)[C@@H]2C)c1,-4.9%,2.1%[38.3 µM],47.9%[activator],-8.3%,52.9%[activator],-2.6%&-0.6%,14.6%,-6.4,-29.0%
CSc1nc2ccc(NC(=O)C3=NN(c4ccccc4)C(=O)CC3)cc2s1,2.3%,4.7%,1.7%[57.1 µM],-6.0%,8.6%[57.1 µM],4.2%,10.4%,-6.2,-10.7%
CCN(CCCn1c(SCC#N)nc2ccccc2c1=O)c1ccccc1,1.5%,0.5%,2.8%,-18.0%,13.7%,0.7%,-6.1%,-0.3,0.3%
Cc1cccc(C)c1NC(=O)/C(C#N)=C/c1cccs1,1.4%,-3.0%,-9.2%,-7.0%,-10.1%,-1.6%,26.9%,-6.0,-2.7%
Cc1ccccc1NC(=O)CC(=O)Nc1ccccc1C,15.2%,2.4%,-2.3%,-11.0%,10.2%,-1.0%,-13.4%,-2.9,0.3%
COc1ccc(NC(=O)CN(C)C(=O)CN2C(=O)NC3(CCCC3)C2=O)cc1,-24.0%,1.2%,-10.0%,-6.2%,-10.9%,-4.0%,-4.2%,-0.8,-0.4%
COCCNC(=O)Cn1cc2c(n1)CCC(C)C2 (stereo unspecified),0.2%,-5.0%,1.4%[57.1 µM],-12.3%,-13.6%[57.1 µM],-1.2%,-32.7%,3.5,-4.3%
CC(=O)Nc1c(C(=O)Nc2ccccc2F)oc2ccccc12,-2.6%,5.9%,17.9%,-20.3%,11.8%,1.6%,6.0%,2.8,3.7%
COc1ccc(-c2nc(-c3cccc([N+](=O)[O-])c3O)cc(=O)o2)cc1OC,-1.8%,-1.6%,-4.2%,-7.9%,-7.7%,-5.5%,0.1%,-6.4,0.6%
O=C(Nc1nnc(SCC(=O)N2CCCc3ccccc32)s1)c1cccc2ccccc12,2.5%,-4.4%,25.2%,-12.5%,26.4%,-3.9%,-13.8%,-13.0,-4.1%
CCn1c(O)c(/C=C2\C=Nc3ccccc32)sc1=O,-1.3%,-6.3%,-0.3%,-17.5%,11.6%,3.3%,-8.8%,-2.5,-7.5%
CCN(CC)CCNC(=O)c1ccc2c(=O)n(C3CCCC3)c(=S)[nH]c2c1,-7.8%,7.8%,18.6%[57.1 µM],-9.1%,16.8%[57.1 µM],-0.5%,-6.1%,7.6,0.6%
COc1ccc(-c2cc3c(=O)n(CC(=O)NCc4ccc(C)cc4)ncn3n2)cc1,-1.9%,-6.2%,15.9%[57.1 µM],-13.2%,33.1%[57.1 µM],-3.6%,-2.3%,-3.4,-5.1%
O=C(Cn1c(COc2ccc(Cl)cc2)nc2ccccc21)NCC(F)(F)F,-5.7%,7.6%,-3.6%[11.4 µM],-9.1%,20.1%,-1.1%,2.0%,-5.9,0.8%

# Screening data (PubChem)
